Screening results from PubChem BioAssay.
Myeloid diff 2 – induction of myeloid progenitor differentiation, primary screen, cell-based, flow cytometry, MLPCN library | ER-HoxA9 myeloid progenitors, lysozyme-GFP differentiation | calls only at 10 µM | 360,000 tested, 1% active;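 active means normalized GFP-positive differentiation at or above the plate's own cutoff, the solvent-only control mean plus 3 SD; inconclusive means no clear call, values can overlap the other calls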;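 further: cells exposed to compound for four days before flow analysis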
GPR55 LPI antagonism – GPR55 antagonists blocking LPI-driven arrestin recruitment, primary screen, imaging, U2OS, beta-arrestin-GFP, LPI agonist (AID 2013); one-dose inhibition, % at 10 µM; IC50 in µM for titrated hits; U2OS GPR55 beta-arrestin-GFP translocation imaging, LPI antagonism; higher % means a stronger effect; 290,000 tested, 0.13% active; G-protein coupled receptor 55 (Homo sapiens);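 active means spots per cell inhibited over 60%, with over 100 cells counted and total cytoplasm intensity under 500,000; inconclusive means wells with under 100 cells, flagged as likely toxic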;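 further: U2OS cells stably carrying GPR55 and arrestin-GFP stimulated by 5 µM LPI near EC80; imaged beta-arrestin-GFP aggregate spots per cell after agonist stimulation; plate controls were LPI-stimulated DMSO wells for no effect and DMSO wells without LPI for full effect; some results filed as inactive read as strong as hits; confirmed hits need IC50 under 10 µM and bright autofluorescent wells are also inconclusive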
GPR55 beta-arrestin – GPR55 agonists via beta-arrestin recruitment, primary screen, imaging, U2OS cells, beta-arrestin-GFP redistribution (AID 1961); 290,000 tested, 0.048% active; G-protein coupled receptor 55 (Homo sapiens); U2OS GPR55 beta-arrestin-GFP redistribution imaging; higher % means a stronger effect; one-dose activation, % at 10 µM; EC50 in µM for titrated hits;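 active means activation above 40% with more than 50 cells counted in the well; inconclusive means wells holding fewer than 50 cells, flagged as toxic or sparse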;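 further: U2OS osteosarcoma cells stably expressing GPR55 and beta-arrestin-GFP; plate controls were DMSO negative control for no effect and LPI positive control for full effect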
KOR beta-arrestin-1 – KOR antagonists, beta-arrestin recruitment, cell-based, luminescence, uHTS (AID 1778); Kappa-type opioid receptor (Homo sapiens); KOR beta-arrestin recruitment, luminescence, antagonist mode; higher % means a stronger effect; one-dose inhibition, % at 10 µM; IC50 in µM for titrated hits; 290,000 tested, 0.091% active; further: strong numbers were not always called active
HIV peptide binding – inhibitors of HIV fusion peptide binding, primary screen, biochemical, uHTS, fluorescence dequenching (AID 1986); cell-free peptide binding, fluorescence dequenching, 30 min; higher % means a stronger effect; inhibition, % at 20 µM; hits with a dose series show IC50 in µM; 290,000 tested, 0.3% active; in the data active means inhibition mostly above about 52%, no sharp cut-off; inactive means mostly below about 76%; further: some results filed as inactive read as strong as hits
HEK293 NOD2/NF-kB – NOD2 signaling inhibitors, cell-based, luminescence, uHTS, HEK293 (AID 1566); HEK293 NOD2/NF-kB luciferase reporter, luminescence; higher % means a stronger effect; inhibition, % at 4 µM, or EC50 in µM where a hit was titrated; 290,000 tested, 0.63% active; further: many of its hits are not listed in these tables
GPR35 arrestin U2OS – GPR35 antagonists blocking zaprinast-driven arrestin recruitment, primary screen, imaging, U2OS, beta-arrestin-GFP, zaprinast agonist (AID 2058). inhibition, % at 10 µM; hits with a dose series show IC50 in µM. U2OS GPR35 beta-arrestin-GFP translocation imaging, zaprinast antagonism; higher % means a stronger effect. 290,000 tested, 0.052% active;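 active means inhibition of at least 50% with at least 30 cells and total cytoplasm GFP at most 10,000,000; inconclusive means under 30 cells or total GFP of 10,000,000 plus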
NOD1 NF-kB reporter – NOD1 signaling inhibitors, primary screen, cell-based, luminescence, uHTS (AID 1578). NOD1-driven NF-kB luciferase reporter cells, luminescence; higher % means a stronger effect. one-dose inhibition, % at 4 µM; EC50 in µM for titrated hits. 290,000 tested, 1% active; in the data active means inhibition mostly above about 36%, no sharp cut-off; inactive means mostly below about 34%;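 further: HEK-293T reporter cells stimulated with the NOD1 agonist gamma-tri-DAP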
KOR beta-arrestin-2 – KOR agonists, beta-arrestin recruitment, primary screen, cell-based, luminescence, uHTS (AID 1777) | KOR beta-arrestin recruitment, luminescence; higher % means a stronger effect | activation, % at 10 µM; hits with a dose series show EC50 in µM | 280,000 tested, 0.02% active; in the data active means activation above about 50%, passing the limit was not always enough; further: a part of the inactive calls stands beside numbers as strong as those of hits
Myeloid diff 2 GFP+ MAC1+ % – also measured in Myeloid diff 2; calls as there; GFP+ MAC1+ double positive, %; measured here: differentiation confirmed by MAC1 staining
Active calls of the source: *; i = inactive; ? = inconclusive; nt = not tested or not shown; + = active, no number; [ ] = another dose, or the depositor's remark. Unless noted, no stated cut-off is given here; in the data, active means inhibition above about 50%; inactive means the rest. These rows are one share of the data; count on the stated rates, not on these rows.

SMILES | Myeloid diff 2 | Myeloid diff 2 GFP+ MAC1+ % | GPR55 LPI antagonism | GPR55 beta-arrestin | KOR beta-arrestin-1 | HIV peptide binding | HEK293 NOD2/NF-kB | GPR35 arrestin U2OS | NOD1 NF-kB reporter | KOR beta-arrestin-2
Cc1ccc2nc(N(CCN(C)C)C(=O)c3ccc4c(c3)OCCO4)sc2c1 | i | 0.5 | -25% | 0.0% | 19% | 0.0% | 19% | 2% | 0% | 0.9%
Cc1cc(C)cc(NC(=S)NCC2CCN(C(C)c3ccccc3)C2)c1 (stereo unspecified) | i | 0.5 | 2% | -0.4% | -2% | -0.3% | -22% | -14% | -6% | 8.9%
CC(=O)c1nc2ccccc2n1S(=O)(=O)c1ccc(C)cc1 | i | 0.5 | -5% | 1.3% | -60% | 3.4% | 3% | 0% | 3% | 7.5%
C=CCc1cccc(/C=N/n2c(C)nnc2C)c1O | i | 0.5 | -2% | -0.1% | -9% | 2.8% | 1% | -7% | 6% | 0.2%
Cc1ccc(S(=O)(=O)N(C(=O)c2ccncc2)c2ccc(OC(=O)c3ccncc3)cc2)cc1 | i | 0.5 | 5% | -0.2% | 0% | 1.8% | 13% | 2% | -3% | -2.1%
CCCc1cc(N2CCCC2)n2nc(C)c(-c3ccccc3)c2n1 | i | 0.6 | 6% | -0.2% | 17% | -0.5% | 25% | -13% | 2% | -1.4%
O=C(CCc1ccccc1)NNC(=O)Nc1ccccc1 | i | 0.3 | -2% | 0.2% | 15%[20 µM] | 0.7% | -71% | 7% | -14% | nt
Cn1c(=O)oc2cc(S(=O)(=O)N3CCN(c4ccccc4F)CC3)ccc21 | ? | nt | 2% | -0.1% | -12% | 18% | 1% | 1% | 25% | -5.8%
C/C(=N/O)c1ccc(Oc2cnccn2)cc1 | i | 1.1 | -4% | -0.4% | 15% | -1.8% | -10% | -2% | 16% | -1.5%
CN(CC(=O)NC1CCCCC1)S(=O)(=O)c1cccc2cccnc12 | i | 1.0 | -8% | -0.1% | -34% | 2.9% | 15% | -7% | 9% | 2.6%
Cc1cccc(SCc2noc(C(=O)NC(C)C)c2C(=O)O)c1 | i | 1.2 | -13% | 0.2% | 17% | 3.4% | 6% | 11% | 7% | 0.6%
O=C(Nc1ccc(Oc2cccnc2)cc1)C1CCN(Cc2ccc(F)cc2)CC1 | i | 2.7 | -8% | -0.2% | -16% | 0.0% | 19% | -11% | -8% | 2.9%
Cc1[nH][nH]c(=O)c1N=Nc1ccccc1 | i | 2.6 | -1% | -0.1% | 6% | 2.0% | 0% | -10% | 4% | -4.7%
O=C(CSc1nc2ccccc2c(=O)[nH]1)Nc1nc(-c2ccc(Br)cc2)cs1 | i | 0.8 | -18% | -0.2% | -36% | -1.8% | 24% | -5% | 36% | 17%
O=C(Nc1ccccc1N1CCOCC1)c1ccc2c(c1)OCCO2 | i | 0.5 | -7% | -0.1% | -21% | 1.0% | 8% | -8% | -5% | 2.6%
COc1ccc(C)cc1NC(=O)c1ccc(N(C)S(C)(=O)=O)cc1 | i | 0.2 | 2% | 0.2% | 20% | -1.5% | 13% | 12% | -18% | -1.2%
CC(C)C(=O)NC(=S)Nc1ccccn1 | i | 0.5 | 20% | -0.2% | -49% | 1.8% | 7% | 4% | -19% | -0.7%
O=C(CCCn1cnc([N+](=O)[O-])n1)Nc1cccc(Cl)c1Cl | i | 2.8 | -12% | 0.5% | -7% | -0.8% | 24% | 16% | -2% | 4.8%
C/C(=N\NC(=O)Cc1c(C)[nH][nH]c1=O)c1ccc2ccccc2c1 | nt | nt | -2% | 1.3% | -14% | 1.8% | 10% | 3% | -12% | 0.1%
Cc1ccc(-n2nc3c(c2NC(=O)c2ccco2)CS(=O)(=O)C3)cc1C | i | 0.8 | 6% | 0.0% | 13% | -1.2% | -14% | 6% | -29% | 1.0%
COc1cc(NC(=O)c2ccccc2F)c(OC)cc1NC(=O)CN1CCCCC1 | nt | nt | 4% | -0.2% | -51% | 1.2% | 14% | -4% | -37% | -1.7%
O=C(CSc1nnnn1Cc1ccccc1)c1ccc(F)cc1 | i | 0.8 | -12% | -1.1% | 38% | -0.5% | -5% | -5% | -10% | 1.6%
Cc1cc(=O)[nH]c(SCC(=O)NC(C)C2CC3CCC2C3)c1C#N (stereo unspecified) | i | 0.2 | 10% | 0.0% | -1% | 0.3% | 13% | -12% | -17% | -0.4%
COc1cccc(/C=C2\N=C(c3c(-c4ccccc4)noc3C)OC2=O)c1OC | i | 1.1 | -3% | -0.1% | 20% | -5.9% | 17% | 20% | nt | -0.6%
CCOC(=O)/C=C1\SCC(=O)N1CC(=O)N1CCOCC1 | i | 0.4 | -7% | -0.6% | 4% | 1.3% | 10% | -1% | -24% | 0.7%
O=S(=O)(N/N=C/c1ccc(F)cc1)c1ccccc1 | i | 0.1 | -4% | -0.2% | -19% | -0.8% | 17% | -2% | -24% | -0.3%
S=c1[nH]nc(-c2cccc3ccccc23)n1-c1cccnc1 | i | 0.6 | 4% | -0.2% | -6% | -0.9% | -29% | -6% | -5% | -1.1%
CCOC(=O)c1cnc(SCC(=O)Nc2ccc3c(c2)OCCO3)nc1N | i | 0.3 | 13% | -0.2% | 13% | -0.2% | -50% | -4% | -53% | -4.2%
Cc1ccccc1OCC(O)Cn1c(N2CCN(c3ccccc3)CC2)nc2c1c(=O)[nH]c(=O)n2C (stereo unspecified) | i | 0.3 | -1% | -0.1% | 13% | 2.3% | -8% | -17% | -38% | 2.3%
Cc1ccnc(NC(=O)CCC(=O)N(CC(=O)NC(C)(C)C)c2ccc(F)c(Cl)c2)c1 | i | 0.3 | 3% | -0.1% | -26%[20 µM] | 0.6% | 15% | 8% | -30% | -3.3%
COc1ccc(S(=O)(=O)c2ccc(O)cc2)cc1 | i | 1.8 | -2% | -0.1% | -11% | -1.6% | 6% | -30% | 0% | 16%
CC#CC[N+](C)(CC#CC)CC(=O)c1ccccc1 | i | 0.1 | -4% | -0.1% | 18% | -0.5% | 4% | -12% | -25% | -2.7%
Cc1c(C#N)c2ncn(CCCN(C)C)c(=O)c2n1-c1ccccc1 | i | 0.6 | 15% | -0.1% | 4% | -3.4% | 11% | 13% | -10% | -3.9%
Cc1ccc(NN=C2c3ccccc3-c3ccccc32)cc1 | i | 0.5 | 2% | -0.3% | -35% | 4.0% | -16% | -4% | -46% | 3.1%
COc1cccc(CN2CC(C(=O)NCCSc3nnnn3C)CCC2=O)c1 (stereo unspecified) | i | 1.0 | 14% | 0.3% | 16% | -2.1% | 7% | 1% | -14% | 6.2%
COc1ccc(S(=O)(=O)NCC2CCCN(C(=O)CC3CCCC3)C2)cc1 (stereo unspecified) | i | 0.5 | 7% | 0.1% | -8% | 0.6% | 17% | 4% | -43% | 2.9%
CC1CCCN(C(=O)COC(=O)c2ccc[nH]c2=O)C1 (stereo unspecified) | i | 0.5 | 5% | 0.2% | 20% | 2.5% | 21% | -6% | 9% | 3.3%
CC(=O)Nc1cccc(NC(=O)Nc2ccc(C)c(Cl)c2)c1 | i | 0.3 | -1% | 0.2% | 34% | 11% | -30% | 7% | -35% | -4.1%
Cc1cc(CC(C)C)n(-c2nc3ccccc3c(=O)n2OCC(N)=O)n1 | i | 1.1 | -5% | -0.1% | 1% | -2.1% | 4% | 10% | -5% | -2.8%
O=C1c2ccccc2C(=O)N1CCSC(=S)N1CCOCC1 | i | 5.3 | -2% | 0.2% | -24% | -4.8% | -22% | 5% | nt | 0.8%
O=S1(=O)[C@H]2C[C@@H]3C=C[C@@]2(CN1Cc1cccc(C(F)(F)F)c1)O3 | i | 0.5 | 0% | -0.2% | -11%[20 µM] | -1.0% | -8% | -8% | 45% | 0.0%
O=C(Nc1ccc(N2CCOCC2)cc1)c1cccc2ccccc12 | i | 0.0 | 12% | -0.1% | -15% | 1.8% | -14% | 6% | 0% | 3.7%
Cn1c(-c2ccc(C=O)s2)nc2c3ccccc3c3ccccc3c21 | i | 0.7 | 5% | -0.1% | -23% | -0.8% | 18% | 1% | 23% | 7.8%
CCOc1ccc(CN(C)C(=O)[C@H](Cc2ccccc2)NC(=O)OCc2ccccc2)cc1OC | + | 9.9* | 8% | -0.2% | 5% | -1.1% | 27% | -7% | -8% | -6.6%
COc1ccc(S(=O)(=O)N(C)CC(=O)Nc2ccc(F)cc2)cc1 | i | 17 | -14% | -0.1% | -39% | 0.7% | 1% | 12% | -18% | 0.1%
CCOC(=O)c1c(NC(=O)C2C3CCC(O3)C2C(=O)O)sc(C)c1-c1ccc(C)cc1 (stereo unspecified) | i | 0.6 | 10% | -0.1% | -41% | 9.6% | -6% | 2% | -3% | 3.6%
CCOc1cc(C(=O)NC(C)CCc2ccccc2)cc(OCC)c1OCC (stereo unspecified) | i | 0.5 | 13% | 0.2% | -36%[20 µM] | 2.0% | -8% | -5% | -21% | -2.1%
CCOC(=O)N1CCC(N2CCCC(C(=O)c3cccc(OC(C)C)c3)C2)CC1 (stereo unspecified) | i | 0.3 | 8% | -0.2% | 12% | 0.2% | -24% | 0% | -1% | 5.6%
CN(C)CCOc1cccc(Br)c1 | i | 1.1 | 6% | -0.1% | -5% | 0.3% | 13% | -14% | 2% | -6.6%
Cc1cccc(N2CCN(Cc3nc(CC4CC4)no3)CC2)n1 | i | 0.4 | 3% | -0.1% | -39%[20 µM] | 0.7% | 4% | 6% | -29% | nt
Cc1[nH]n(-c2ccc(Cl)cc2)c(=O)c1N=Nc1cccnc1 | i | 0.4 | -2% | -0.1% | 13% | -1.6% | -52% | 2% | 7% | -2.2%
COc1ccc(NS(=O)(=O)c2cccc(C(=O)OCC(=O)Nc3cc(C)on3)c2)cc1 | i | 0.3 | 3% | 0.1% | -48% | -3.5% | 8% | -3% | nt | 1.5%
COc1ccccc1C(=O)NC(CCSC)C(=O)NC1CCCCCC1 (stereo unspecified) | i | 2.3 | 8% | 0.5% | -5% | -0.4% | -2% | 1% | -8% | 11%
CCCCC(c1nnnn1CCOC)N1CCN(CC)CC1 (stereo unspecified) | i | 1.2 | 6% | -0.2% | 3% | 4.6% | 10% | -10% | -38% | -4.9%
